GSK3 alpha inh: blockers of GSK3A enzyme activity – biochemical, luminescence, cell-free homogeneous, HTS, primary screen. Glycogen synthase kinase-3 alpha (Homo sapiens), P49840. GSK-3 alpha kinase, ADP-Glo luminescence, 60 min. inhibition, % at 10 µM. 0.1% of 320,000 active;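 in the data active means inhibition above about 50%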;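 further: GST-tagged GSK-3 alpha with peptide substrate and 25 µM ATP; 0% = DMSO neutral wells and 100% = GW8510 positive control wells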
Target sequence (P49840 whole entry, looked up): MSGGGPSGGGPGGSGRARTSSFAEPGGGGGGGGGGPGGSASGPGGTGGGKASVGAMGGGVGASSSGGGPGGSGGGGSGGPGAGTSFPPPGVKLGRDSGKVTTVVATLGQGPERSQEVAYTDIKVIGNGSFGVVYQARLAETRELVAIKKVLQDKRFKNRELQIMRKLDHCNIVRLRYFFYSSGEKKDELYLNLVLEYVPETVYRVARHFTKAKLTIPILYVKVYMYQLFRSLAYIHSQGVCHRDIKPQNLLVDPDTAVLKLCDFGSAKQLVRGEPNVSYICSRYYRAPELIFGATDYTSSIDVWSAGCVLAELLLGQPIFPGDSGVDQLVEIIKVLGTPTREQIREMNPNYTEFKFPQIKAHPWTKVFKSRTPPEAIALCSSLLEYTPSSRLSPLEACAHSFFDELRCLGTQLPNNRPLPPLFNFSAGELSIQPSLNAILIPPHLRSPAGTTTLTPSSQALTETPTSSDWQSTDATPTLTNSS
aSyn UTR inh: MLPCN primary screen, SNCA 5' untranslated region. alpha-synuclein 5'UTR reporter, inhibitor activity. inhibition, % (tested at 7.5 µM). 0.82% of 300,000 active; in the data active means inhibition above about 60%;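 further: H4 neuroglioblastoma cells stably carrying SNCA 5'UTR luciferase fusion; 0% = DMSO wells and 100% = positive control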
HSP90 inh: HSP90 inhibitors, primary screen, cell lysate, luminescence | AID 1789, 2009 | inhibition, % at 5.6 µM | Rabbit reticulocyte lysate, luciferase refolding luminescence, 3 h | 0.91% of 290,000 active;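 active means inhibition above the screen-wide mean plus 3 SD, computed separately per campaign, cut at about 16% in these data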;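 further: 0% = DMSO wells and 100% = 60 µM geldanamycin wells; inhibitors lower the luminescence because luciferase stays unfolded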
HSF1 inhib: HSF1 inhibitors in luciferase reporter cells, primary screen, cell-based, NIH3T3, luminescence. NIH3T3-HGL HSE-luciferase, MG132-induced, luminescence 8 h; active compounds read low. activity change, negative = inhibition, % at 7.5 µM (by protocol). 0.77% of 300,000 active. AID 2098, 2009;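 active means more than half of replicate wells show activity change below -50%, luminescence cut by over half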;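 further: luciferase reports HSF-1 transcriptional activity via heat shock element; 0% = median of DMSO wells and -100% = zero luminescence signal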
HSF-1 act: HSF-1 activators, primary screen, NIH3T3-HGL cells, MG132 stress, luminescence, single point | NIH3T3-HGL HSF-1 luciferase reporter, 8 h; 100% = twice DMSO control signal | activation, % at 9 µM | 1.7% of 300,000 active | AID 504408, 2011;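 active means mean replicate activation of at least 50% with a set share of replicates each reaching 50%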;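 further: 0% = median of the neutral control wells and 100% = twice that signal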
GSK3beta inhib: human GSK3beta kinase inhibitors, primary screen, biochemical, cell-free homogeneous, HTS. Glycogen synthase kinase-3 beta (Homo sapiens), P49841. GST-GSK3beta kinase, ADP-Glo luminescence, 60 min; active compounds read low. activity score (negative = inhibition), % at 10 µM. 0.038% of 300,000 active;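 active means more than half of replicate wells score below -50%, meaning over 50% inhibition versus plate controls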;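 further: 0% = median DMSO wells and -100% = median GW8510 positive control wells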
Target sequence (P49841 whole entry, looked up): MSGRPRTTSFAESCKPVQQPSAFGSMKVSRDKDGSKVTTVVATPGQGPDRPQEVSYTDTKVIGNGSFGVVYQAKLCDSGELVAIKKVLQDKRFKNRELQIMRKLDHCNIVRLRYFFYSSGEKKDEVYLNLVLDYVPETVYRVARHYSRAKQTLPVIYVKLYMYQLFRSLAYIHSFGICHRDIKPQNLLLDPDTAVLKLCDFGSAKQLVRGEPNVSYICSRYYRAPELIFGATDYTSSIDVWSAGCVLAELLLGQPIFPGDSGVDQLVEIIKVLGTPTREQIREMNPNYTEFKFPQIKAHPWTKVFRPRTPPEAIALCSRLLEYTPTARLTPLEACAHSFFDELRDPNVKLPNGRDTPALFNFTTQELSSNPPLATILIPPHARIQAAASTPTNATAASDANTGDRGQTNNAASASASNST
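Assay system: GST-fused GSK3beta enzyme, cell-free / Medium: Tris pH 7.5 buffer with MgCl2, DTT, BSA, heparin / Also added: peptide substrate plus 25 µM ATP (final) / Compound: 10 µM single point / Timing: kinase reaction with compound 60 min at room temperature / Detection: ADP-Glo luminescence / Benchmarks: DMSO neutral wells and GW8510 at 20 µM as positive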
PolyA inh: polyadenylation inhibitors in yeast reporter cells, primary screen, luminescence, S. cerevisiae | 0.02% of 300,000 active | calls only at 12 µM | S. cerevisiae SKY197-pL101 polyadenylation reporter, beta-gal luminescence; efflux-impaired pdr1/pdr3 knockout yeast; score 100 = 6 SD above DMSO;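 active means lowest replicate activity score at least 50, where 100 means six control SD above control mean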;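 further: yeast exposed to compound for 9 h at 30 °C; higher score means more reporter readthrough which indicates perturbed polyadenylation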
KLF5 inh: KLF5 expression inhibitors, primary screen, DLD-1 cells, luminescence; 0.23% of 290,000 active; inhibition, % at 5 µM; AID 1700, 2009; DLD-1 KLF5 promoter-luciferase reporter;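 active means inhibition above a per-plate limit of that plate's mean compound inhibition plus 3 SD, cut at about 60% in these data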;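 further: 0% = DMSO wells and 100% = LY294002 at 200 µM; higher means less KLF5 promoter-driven luciferase light; inactives centre near -14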
IEC-6 cytotox: cytotoxicity in IEC-6 intestinal epithelial cells, primary screen, cytotoxicity control for KLF5 inhibitor project, cell-based, luminescence | IEC-6 cytotoxicity, luminescence viability | inhibition, % at 5 µM | 0.78% of 290,000 active; in the data active means inhibition above about 22%;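 further: 0% = plate median of test compound wells and 100% = cytotoxic reference compound wells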
AI-2 QS modul: Vibrio harveyi AI-2 quorum sensing modulators, primary screen, JMH597 strain, luminescence/OD600 ratio | activity change, % at 7.5 µM | 0.4% of 300,000 active | Vibrio harveyi JMH597 AI-2 luminescence/OD600 ratio, 9 h; active compounds read low; strain lacks LuxN and CqsS sensors; 0 = neutral-control median; in the data active means activity change below about -75%, passing the limit was not always enough;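 further: luminescence divided by OD600 gain over 9 h not by final OD600 alone; inactives centre near 13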
An asterisk follows results filed as active; i = inactive; . = no result given; & = joins results of further samples.

SMILES	GSK3 alpha inh	aSyn UTR inh	HSP90 inh	HSF1 inhib	HSF-1 act	GSK3beta inhib	PolyA inh	KLF5 inh	IEC-6 cytotox	AI-2 QS modul
CC(=O)Oc1ccc(/C=N/NC(=O)CCSc2ccccc2)cc1	0	-8	-3	-2	3	-4	i	-38	-1	11
OCCCn1c(CCNc2nc(-c3ccc(Cl)cc3)cs2)nc2cc(C(F)(F)F)ccc21	1	-8	.	25	25	4	i	.	.	15
Cc1ccccc1NC(=O)c1cccc(NC(=O)c2ccco2)c1	-2	-15	0	-5	9	11	i	-7	0	4
O=C(NCCC1=CCCCC1)c1cc(-c2ccccn2)nc2ccccc12	-2	-1	-3	0	3	-1	i	-9	2	14
CC(=O)NC12CC3CC(C1)CC(C(=O)Nc1nc4ccc(F)cc4s1)(C3)C2	-2	-28	4	-5	-5	1	i	-69	0	14
O=C(NCc1ccc2c(c1)OCO2)c1c(F)c(F)c(F)c(F)c1F	-1	17	1	-10	5	-4	i	-24	4	6
CCC(C)NC(=O)c1cc(-c2cccs2)nc2ccccc12 (centres undefined)	0	-1	-4	3	10	2	i	-21	1	23
COc1cc(Br)c(CCNC(=O)c2ccco2)cc1OC	3	3	1	-2	2	-3	i	-22	-1	22
CCOC(=O)C1=C(CCc2ccccc2)NC(=O)NC1c1ccc2ccccc2c1 (centres undefined)	-1	34	3	3	18	2	i	-22	-1	26
N#CC(C#N)=C1CCc2ccccc2N1	1	-15	10	-6	-6	-2	i	9	9	18
CC(C)Oc1ccc(C(CC(=O)O)Cc2ccccc2)cc1 (centres undefined)	-4	19	3	0	8	1	i	-8	6	14
CCC1COC(c2cccn2Cc2ccccc2Cl)=N1 (centres undefined)	-1	15	4	1	9	0	i	-27	5	13
Cc1c(O)cccc1C(=O)N[C@@H](CSc1ccccc1)[C@H](O)CN1C[C@H]2CCCC[C@H]2C[C@H]1C(=O)NC(C)(C)C	1&-2	-23&16	0	-30&4	-32&1	1&3	i	13	2	44&22
CC1CCCCN1c1nc2nonc2nc1N1CCCCC1C (centres undefined)	4	-18	7	-2	0	0	i	3	-1	32
COC(C[C@H](O)C[C@@H](O)[C@H](C)OCc1ccccc1)OC	.	27	.	-12	-18	1	i	.	.	-3
O=C(COC(=O)c1ccc(S(=O)(=O)Nc2ccccc2)cc1)NCc1ccco1	-1	-18	1	1	31	-5	i	-8	0	2
O=c1[nH]c2ccccc2c(O)c1Cc1ccccc1	-2	1	0	-6	10	2	i	-30	1	59
O=C1C=C(Nc2ccccc2)CC(c2ccccc2)C1 (centres undefined)	0	-14	5	.	.	1	i	18	1	2
COc1ccccc1OC(C)C(=O)N(Cc1ccco1)C1CCS(=O)(=O)C1 (centres undefined)	-1	-11	-2	-9	4	-2	i	3	1	30
COc1cccc(CC(=O)Nc2ccc3c(c2)CCC3)c1	0	-25	-6	3	-10	0	i	-20	-1	11
CC1(C)Cc2ccccc2/C(=C/C(=O)N2CCCCCC2)N1	4	-3	-3	-5	-16	3	i	11	-5	18
COc1ccc(/C=C2\N=C(SC)NC2=O)cc1	-2	-23	2	.	.	0	i	-43	10	18
O=C(NCc1ccc2c(c1)OCO2)c1ccc(COc2cc(Cl)ccc2Cl)o1	1	23	1	4	-5	2	i	-25	1	14
COc1ccccc1CCC(=O)OCC(=O)Nc1ccc2[nH]c(=O)[nH]c2c1	4	2	.	1	-9	-2	i	.	.	25
O=C1c2ccccc2NC2(CCCCC2)N1c1ccc(O)cc1	0	-26	1	4	-9	2	i	-42	2	9
COc1ccc(C)cc1S(=O)(=O)N(C)CC(=O)Nc1ccccc1	-1	18	2	4	20	2	i	23	1	19
CCCCc1ccccc1NC(=S)NC1CCCC1	-1	2	-4	-1	4	-2	i	-6	5	25
Cc1cc(C)n(-c2cc(C(C)(C)C)nc3c(-c4ccccc4)cnn23)n1	-6	.	-2	.	.	-2	i	-163	-8	21
COc1ccc(/C=C/C(=O)N(C)C2CCS(=O)(=O)C2)cc1OC (centres undefined)	-1	-33	0	-13	-13	-3	i	-30	1	30
Cc1c(CN2CCN(CC(C)C)C(CCO)C2)[nH]c2ccc(Cl)cc12 (centres undefined)	-1	0	0	10	1	1	i	-32	7	4
CC(C)N(Cc1nc(-c2ccc(Cl)cc2)no1)C(=O)CCCN1C(=O)c2ccccc2C1=O	.	12	0	-1	14	1	i	-39	2	16
CN(C1CCCCC1)S(=O)(=O)c1ccc(NC(=O)CCC(=O)O)cc1	-4	26	-2	0	3	-1	i	4	5	9
O=C(Nc1ccc(C(=O)NCc2ccccc2Cl)cc1)C1=CSCCO1	-2	-37	-3	15	35	2	i	-55	-5	8
COCCCNC(=S)N(CCN(C)C)Cc1cc2cc3c(cc2[nH]c1=O)OCCO3	-1	-2	4	-8	-2	0	i	-8	6	-3
O=C(CCCN1C(=O)c2cccnc2C1=O)Nc1ccc(F)cc1Cl	0	-3	-2	-5	-8	0	i	-10	-2	16
CCOC(=O)N1CC=C2C(C#N)=C(N)C(C#N)(C#N)[C@H](c3ccccc3OCC)[C@H]2C1	2	-90	0	5	-3	-1	i	-18	-1	25
Cc1cc(NC(=O)CSc2nnc(-c3cccnc3)n2C2CCCCC2C)no1 (centres undefined)	-3	4	5	3	-9	-1	i	-38	0	11
COc1ccccc1-c1nnc(-c2ccc(N3CCOCC3)cc2)o1	-2	-106	3	16	59*	1	i	-116	5	4
COc1cc(/C=C/C(=O)NC2CCCCC2)cc(OC)c1OC	0	11	-6	-4	-2	4	i	-45	-5	16
CCCc1nc2ccccc2c(C(=O)OCC(=O)Nc2cccc(S(=O)(=O)N3CCOCC3)c2)c1CC	.	-41	3	-1	14	5	i	6	3	9
CCOc1ccc(C/C(O)=C2\C(=O)CC(C)(C)CC2=NCC(=O)O)cc1OCC	-2	-43	-4	-1	4	3	i	-12	-4	23
O=C1c2cccc3cccc(c23)N1CN1CCN(c2ccccn2)CC1	0	-1	-2	-12	-9	1	i	2	-3	11
Fc1c(F)c(F)c(N=Cc2ccc3ncccc3c2)c(F)c1F	4	7	3	2	1	0	i	-17	-12	6
CCOc1ccc(/C=N/OCC(=O)NCc2ccco2)cc1	0	2	6	14	13	0	i	-20	0	-9
CC(=O)N[C@@H](Cc1c[nH]c2ccccc12)C(=O)OCC(=O)Nc1ccc(S(=O)(=O)N(C)C)cc1	-4	16	-3	1	16	-1	i	-13	-9	48
CN(Cc1ccon1)C(=O)C1CCC(=O)N(Cc2ccc(Cl)cc2)C1 (centres undefined)	-1	-22	0	-1	0	-7	i	-38	-4	6
O=C(NCC1CCCO1)C(c1cccnc1)N(C(=O)Cc1cccs1)c1ccccc1 (centres undefined)	-3	10	-3	13	17	-1	i	-31	0	15
COc1ccc(C(=O)Nc2nnc(Cc3ccccc3)s2)c(OC)c1	-1	-51	-1	-6	19	.	i	-26	3	.
O=C(Nc1ccc(N2CCN(C(=O)c3ccc(Cl)cc3)CC2)cc1)c1cc2ccccc2o1	0	-2	8	23	23	1	i	-38	1	-1
O=C1CCCS(=O)(=O)c2ccccc21	2	6	-3	-4	21	2	i	-26	-2	7
Cc1ccc(C)c(S(=O)(=O)C(C#N)c2nc3ccccc3nc2N2CC(C)OC(C)C2)c1 (centres undefined)	-6	18	3	6	14	3	i	-41	0	15
CCNC(=S)Nc1ccc(S(=O)(=O)Nc2cc(C)nc(C)n2)cc1	.	-5	-6	9	-7	3	i	-36	4	12
O=C(N/C(=C\c1ccco1)C(=O)N1CCCC1)c1ccccc1	1	4	0	-9	0	3	i	-1	-12	12
O=C1[C@H]2[C@@H](c3ccc(F)cc3)N3C(=O)N(c4ccc(Br)cc4)C(=O)[C@@]3(Cc3ccc(Cl)cc3)[C@H]2C(=O)N1C1CCCCC1	-1	2	0	-13	-13	3	i	-3	0	22
COc1ccc(NC(=O)c2ccc3ccccc3c2OC)cc1	-2	-215	.	17	26	2	i	.	.	26
Cc1ccc(CN2CC(C(=O)N3CCN(S(=O)(=O)c4cccc(F)c4)CC3)CC2=O)cc1 (centres undefined)	0	7	.	-2	4	0	i	.	.	2
COCCCNC(=O)COc1cc(C)c(Cl)c(C)c1	-2	-6	-1	-7	2	0	i	20	6	24
CCOc1ccc(Cn2c(O)cc(=O)[nH]c2=O)cc1	-5	-10	4	2	-4	2	i	-7	5	19
O=C1c2ccccc2C(=O)N1CC(O)Cn1nnc2ccccc21 (centres undefined)	3	1	-1	-31	-45	1	i	-41	-4	12
Cc1cc(C)c(S(=O)(=O)NCC23C=CC(O2)C2C(=O)N(c4ccccc4)C(=O)C23)c(C)c1 (centres undefined)	2	18	1	3	6	-5	i	0	2	15

Continued.
SMILES	GSK3 alpha inh	aSyn UTR inh	HSP90 inh	HSF1 inhib	HSF-1 act	GSK3beta inhib	PolyA inh	KLF5 inh	IEC-6 cytotox	AI-2 QS modul
Cc1ccc(NC(=O)N2Cc3ccccc3CC2C(=O)NC(C)(C)C)cc1 (centres undefined)	-2	6	2	11	3	0	i	22	8	8
COc1cc([N+](=O)[O-])ccc1NC(=O)/C=C\C(=O)O	-1	3	4	-9	0	0	i	-2	5	14
O=C(Nc1cccc(F)c1)c1ccco1	-4	-15	9	5	2	-1	i	-65	-1	12
CC(=O)c1cccc(NC(=O)NCc2ccco2)c1	-2	-16	4	-5	12	1	i	-11	-4	3
COc1ccc(C(C)=O)cc1COC(=O)CCCN1C(=O)c2ccccc2C1=O	1	-2	1	5	6	-3	i	-3	-4	4
COc1ccc(-c2noc(-c3ccccc3-c3ccccc3)n2)cc1	3	6	-1	-1	19	4	i	-17	-1	17
CCCn1nc2cc(C(=O)NCCCCc3ccccc3)ccc2c1OCC	-4	-9	9	0	15	0	i	-15	1	27
COCCOc1cc(Nc2nnc(C(F)(F)F)s2)c(Cl)cc1Cl	-1	0	-4	2	16	0	i	-4	-2	17
CCn1nc(NS(=O)(=O)c2ccccc2[N+](=O)[O-])c2cc3cccc(C)c3nc21	-9	8	-1	0	-3	12	i	-4	1	39
COc1ccc(CCNC(=O)c2cccc(S(=O)(=O)N3CCCCC3)c2)cc1	2	11	2	1	4	-1	i	-13	5	-2
COCC(=O)N(Cc1cc2cc(OC)ccc2[nH]c1=O)c1ccccc1OC	0	16	1	4	-5	1	i	-13	4	35

The list is partial. The share of hits here may be higher or lower than overall.
